High-throughput results deposited in PubChem BioAssay by several laboratories.
CAL PDZ FP-1 = CAL PDZ peptide-binding inhibitors, primary screen, biochemical, fluorescence polarization, Cer-tagged CAL PDZ, HTS; purified CAL PDZ, TMR-peptide fluorescence polarization, 1 h; inhibition, % at 20 µM; actives 0.02% (n = 330,000); AID 504414, 2011;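 active means highest replicate inhibition of at least 40%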;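 further: plate controls were DMSO neutral control wells for no effect and unlabeled competitor peptide control wells for full effect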
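Material – purified CerCALP PDZ construct · Detection – FP readout, S and P plane fluorescence · Measure – percent inhibition from loss of millipolarization · Controls – unlabelled peptide for full inhibition, DMSO wells as neutral · Probe or stimulus – TMR-labelled reporter peptide T*-PRC34 bound in PDZ groove · Times – 1 h at RT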
SR-BI DiI-HDL act = activators of SR-BI mediated DiI-HDL uptake, primary screen, ldlA[mSR-BI] CHO cells, DiI fluorescence; 3 h; 100 = double the neutral-control signal; activation, % at 12.5 µM; actives 0.096% (n = 320,000);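 active means mean replicate activation of at least 60% and every replicate at or above 60%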;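 further: 0% = median plate neutral-control signal and 100% = twice that signal; values of inactives mirror those of a sister screen read the other way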
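Material: SR-BI-overexpressing, LDLR-lacking CHO cells; schedule: compound exposure 3 h, 37 °C; reagent: DiI-labelled HDL at 10 µg/mL final; technique: bottom-read fluorescence, 550/595 nm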
CAL PDZ FP-2 = untagged CAL PDZ binding inhibitors, primary screen, biochemical, fluorescence polarization, HTS | Golgi-associated PDZ and coiled-coil motif-containing protein (Homo sapiens), Q9HD26 | purified CAL PDZ, TMR-peptide fluorescence polarization, 1 h | inhibition, % at 24.9 µM | actives 0.92% (n = 300,000) | AID 602252, 2012;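 active means mean inhibition of at least 30% with at least half of replicates also reaching 30%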;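 further: 0% = DMSO neutral control and 100% = excess unlabeled competitor peptide PRC23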
SR-BI HDL uptake = inhibitors of SR-BI mediated HDL lipid uptake, primary screen, ldlA[mSR-BI] cells, fluorescence, single point. actives 0.96% (n = 320,000). ldlA[mSR-BI] CHO cells, DiI-HDL uptake fluorescence, 3 h. inhibition, % at 12.5 µM;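 active means mean replicate inhibition of at least 70% and a set share of replicates each scoring 70 or more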;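 further: 0% = median of neutral control wells and 100% = median of positive control wells; values of inactives mirror those of a sister screen read the other way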
Target sequence (Q61009 whole entry, looked up): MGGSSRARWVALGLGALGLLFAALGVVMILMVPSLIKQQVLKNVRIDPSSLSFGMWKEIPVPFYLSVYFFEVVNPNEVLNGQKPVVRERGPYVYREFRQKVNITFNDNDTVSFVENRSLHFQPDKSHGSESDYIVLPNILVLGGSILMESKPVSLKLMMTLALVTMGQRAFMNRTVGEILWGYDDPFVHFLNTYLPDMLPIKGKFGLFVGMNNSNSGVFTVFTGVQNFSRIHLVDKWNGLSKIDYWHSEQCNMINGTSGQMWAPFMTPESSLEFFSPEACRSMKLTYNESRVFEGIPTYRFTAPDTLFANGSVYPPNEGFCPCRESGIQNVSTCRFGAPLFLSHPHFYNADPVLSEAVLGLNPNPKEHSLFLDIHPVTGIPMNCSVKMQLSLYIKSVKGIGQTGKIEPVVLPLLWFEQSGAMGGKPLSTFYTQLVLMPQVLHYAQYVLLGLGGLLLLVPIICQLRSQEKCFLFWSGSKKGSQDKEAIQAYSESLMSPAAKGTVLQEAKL
phage Ecoli inh = growth loss of phage-infected E. coli, primary screen, RecBCD inhibitor project, absorbance, with phage, HTS; inhibition, % at 11.9 µM; actives 0.26% (n = 360,000); AID 651602, 2012; in the data active means inhibition above about 11%
AddAB inh = growth inhibition of E. coli expressing H. pylori AddAB, primary screen, AddAB inhibitor project, absorbance. inhibition, % at 11.9 µM. actives 0.29% (n = 330,000). AID 435030, 2010; in the data active means inhibition above about 12%;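 further: 0% = vehicle wells of infected cells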
E coli growth = E. coli V3065 growth inhibition, primary screen, counter-screen for AddAB inhibitor project, absorbance, OD600; 18 h; inhibition, % at 11.9 µM; actives 0.27% (n = 330,000);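 active means inhibition above the campaign's mean inhibition across all tested compounds plus 3 SD, cut at about 9.9% in these data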;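 further: uninfected addAB+ strain grown without phage in ampicillin broth; 0% = DMSO wells and 100% = ciprofloxacin 0.95 µg/ml wells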
MITF TRPM1 HTS = activators of MITF-driven TRPM1 promoter reporter, primary screen, cell-based, SK-MEL-5, luciferase, single point. SK-MEL-5 TRPM1-promoter luciferase, 24 h; % of positive control, neutral wells = 0. AID 588334, 2011. activation, % at 12.5 µM. actives 0.75% (n = 300,000);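 active means mean activation of at least 80% with every replicate also reaching 80%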;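 further: 0% = neutral control wells and 100% = parthenolide positive control wells; values of inactives mirror those of a sister screen read the other way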
Tat export inh = E. coli Tat export inhibitors, primary screen, MC4100, TorA-mCherry reporter, fluorescence, single point; AID 488895, 2010; actives 0.036% (n = 340,000); inhibition, % at 10 µM;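 active means mean replicate inhibition at least 50% and at least half of replicates individually reaching 50%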;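 further: exported cargo escapes ClpAP degradation while cytoplasmic cargo is degraded and loses fluorescence; 0% = median of neutral control wells and 100% = median of NaSCN control wells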
Wnt act = Wnt/beta-catenin pathway activators, primary screen, cell-based, plate reader, single point; Wnt/beta-catenin reporter cell assay, activator; activation, % at 9.35 µM; actives 1.2% (n = 300,000); AID 743398, 2014; in the data active means activation above about 30%, passing the limit was not always enough;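 further: 0% = neutral control wells and 100% = positive control wells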
The depositor's hits bear a star; nt = no result given. Outcome played no part in choosing rows (roughly 3.6% active in at least one column).

SMILES | CAL PDZ FP-1 | SR-BI DiI-HDL act | CAL PDZ FP-2 | SR-BI HDL uptake | phage Ecoli inh | AddAB inh | E coli growth | MITF TRPM1 HTS | Tat export inh | Wnt act
Cc1ccccc1OCc1ccc(C(=O)N2CCOCC2)o1 | -4.4 | -7 | -5 | 7 | 1.4 | 2.6 | -0.3 | 6 | 0 | 2
O=C(c1ccccc1F)N1CCCC(C(=O)N2CCN(c3ccccc3)CC2)C1 (centres undefined) | 0.5 | 10 | 6 | -10 | 2.1 | 0.8 | 1.1 | -12 | 4 | 1
COc1cccc(/C=C/C(=O)OCC(=O)NCc2ccco2)c1 | -0.3 | 8 | -1 | -8 | 0.6 | 4.0 | 0.8 | -13 | -11 | nt
CCCCn1c(N)c(N(CCOC)C(=O)c2cc(-c3ccc(OC)c(OC)c3)nc3ccccc23)c(=O)[nH]c1=O | -0.3 | -1 | -4 | 1 | 2.9 | -0.4 | -0.3 | 1 | -6 | -2
CN(C)S(=O)(=O)c1ccc(Cl)c(C(=O)OCC(=O)NC(=O)c2cccn2C)c1 | -2.1 | -72 | -2 | 72* | 2.2 | 2.2 | 3.2 | 8 | -8 | -2
COc1ccccc1N(C)S(=O)(=O)c1ccc(C(=O)NC(C)(C)C)cc1 | nt | -26 | -3 | 26 | 2.2 | -2.2 | 0.8 | -4 | -2 | nt
C=CC[C@H](CC(=O)N(CCO)Cc1ccccc1)C(=O)NC[C@H](OC(=O)[C@@H](CC=C)CC(=O)OC(C)(C)C)c1ccccc1 | -0.3 | -18 | -3 | 18 | 2.2 | 0.1 | -2.6 | 8 | 22 | -6
COC(=O)C1=C(NC(=O)c2ccccc2C)CCS1 | -0.8 | -16 | -2 | 16 | 3.7 | 0.8 | 0.8 | -1 | -1 | 0
CCOc1ccc(NS(=O)(=O)c2ccc3c(c2)oc(=O)n3C)cc1 | -1.9 | -8 | 0 | 8 | 2.2 | 0.4 | -4.2 | -12 | -1 | nt
CN1CC(c2ccc(Cl)c(Cl)c2)[C@@]2(COc3ccccc3C2=O)[C@@]12C(=O)Nc1ccccc12 (some centres undefined) | -0.6 | -53 | -1 | 53 | 2.8 | 3.9 | -0.2 | 0 | 21 | 1
O=C(Cc1ccccc1)Nc1cccc(C(=O)N/N=C/c2ccco2)c1 | -3.9 | -2 | 3 | 2 | -0.6 | 2.0 | 0.1 | 0 | -6 | -5
O=C(O)c1n[nH]c2c1CCCC2 | -0.2 | 19 | 0 | -19 | 0.9 | 3.1 | -0.3 | -14 | -15 | nt
Cc1cccc(C)c1NC(=O)CN(C)CC(=O)N1CC(=O)Nc2ccccc21 | 0.2 | 3 | nt | -3 | 2.2 | 0.2 | -2.8 | 4 | 5 | -2
COc1ccccc1OCCC(=O)OCC(=O)NC(C)c1ccccc1 (centres undefined) | 0.6 | 3 | 24 | -3 | 5.4 | 5.1 | 1.4 | -11 | -1 | nt
CCC(C)[C@H](NC(=O)N1CCn2c1nc1ccccc12)C(=O)NCCc1ccccc1 (some centres undefined) | -1.3 | -6 | -3 | 6 | 0.0 | 1.1 | 0.7 | -8 | 12 | 3
COc1ccccc1NS(=O)(=O)c1cccc(NC(=O)Nc2ccccc2)c1 | -3.6 | -27 | -11 | 27 | 6.1 | 1.3 | 1.4 | 11 | 2 | -3
CCOc1ccc(CCN2C(=O)C(=O)N([C@@H](CC(C)C)CN3CCC[C@@H]3CN3C(=O)C(=O)NC[C@@H]3Cc3ccccc3)C[C@@H]2Cc2ccc(O)cc2)cc1 | -1.5 | -5 | -6 | 5 | 1.1 | nt | nt | -9 | 20 | -3
COc1ccc(NC(=O)CCCN2C(=O)C(c3ccccc3)Oc3cccnc32)cc1 (centres undefined) | -2.2 | -23 | -2 | 23 | 1.4 | -0.2 | -2.4 | -5 | 1 | 1
Cc1onc(-c2ccccc2Cl)c1C(=O)N1C=CC(C(F)(F)F)=NCC1 | -1.1 | 28 | 0 | -28 | 1.1 | -0.3 | -0.4 | 6 | 0 | nt
COc1cccc(CNC(=O)C2CCN(c3ncnc4c3nc3n4CCCCC3)CC2)c1 | -2.4 | 23 | 1 | -23 | 0.8 | 4.1 | -1.6 | 0 | -3 | -6
CCCc1nc2ccccc2c(C(=O)OC2CCOC2=O)c1CC (centres undefined) | -0.1 | 7 | -1 | -7 | 2.4 | 0.7 | 0.9 | -15 | 0 | nt
CCCCC(CC(O)COCCC)C(=O)NN (centres undefined) | -2.7 | 21 | -1 | -21 | 4.7 | 2.2 | 1.5 | -8 | 21 | -4
O=C(c1cc(C2CC2)nn1-c1ccccc1)N1CCN(Cc2ccc(Cl)cc2)CC1 | -0.5 | -35 | -3 | 35 | -0.3 | 0.3 | 0.5 | -1 | 12 | -3
O=C(COC(=O)c1ccc(O)cc1O)NC(=O)NCc1ccccc1 | -1.8 | -8 | -3 | 8 | 2.5 | 0.6 | -1.1 | -3 | -5 | -4

Just MITF TRPM1 HTS and E coli growth, for 3 of the compounds above:
mol | MITF TRPM1 HTS | E coli growth
CCC(C)[C@H](NC(=O)N1CCn2c1nc1ccccc12)C(=O)NCCc1ccccc1 (some centres undefined) | -8 | 0.7
CCCc1nc2ccccc2c(C(=O)OC2CCOC2=O)c1CC (centres undefined) | -15 | 0.9
Cc1cccc(C)c1NC(=O)CN(C)CC(=O)N1CC(=O)Nc2ccccc21 | 4 | -2.8

Carrying on.
SMILES | CAL PDZ FP-1 | SR-BI DiI-HDL act | CAL PDZ FP-2 | SR-BI HDL uptake | phage Ecoli inh | AddAB inh | E coli growth | MITF TRPM1 HTS | Tat export inh | Wnt act
Cc1ccc(O)c(/C=N/NC(=O)Cc2ccc(Cl)cc2)c1 | -2.9 | 1 | 1 | -1 | 5.4 | 8.9 | 4.9 | nt | -8 | -1
CSc1nc2ccc3nc(NC(=O)c4cccs4)sc3c2s1 | -3.4 | -63 | 1 | 63 | -0.4 | 1.2 | -1.0 | 47 | -8 | nt
CCNC(=O)CC1C(=O)N(c2cccc(OC)c2)C(=O)N1CCOC (centres undefined) | -3.4 | 1 | -1 | -1 | 0.9 | 2.4 | -1.0 | nt | -10 | -2
CCOc1ncccc1C(=O)N(CCC(C)C)c1c(N)n(Cc2ccccc2)c(=O)[nH]c1=O | 0.6 | 10 | nt | -10 | 1.6 | -0.9 | -1.1 | -10 | -4 | 4
COc1ccccc1CNC(=O)c1ccc2c(=O)n(CC3CCCO3)c(=S)[nH]c2c1 (centres undefined) | -2.3 | -2 | 1 | 2 | 1.6 | 2.2 | -0.4 | 0 | -7 | -2
O=C(Nc1nnc(C2CCCO2)s1)c1cccs1 (centres undefined) | 0.2 | 4 | -1 | -4 | 2.1 | 0.8 | 1.3 | 4 | 3 | nt
O=C(Nc1ccccc1)c1cccc(S(=O)(=O)NCc2ccco2)c1 | -0.8 | -12 | -20 | 12 | 2.5 | 1.5 | 1.1 | -17 | -3 | -6
CCOC(=O)c1c(NC(=O)Cc2cccs2)sc2c1CCCC2 | nt | -36 | -1 | 36 | -1.1 | -2.6 | 1.4 | -4 | -7 | nt
O=C(/C=C/NNC(=O)c1ccc(Br)cc1)c1ccccc1 | -1.6 | nt | -2 | nt | -0.2 | 1.9 | 0.8 | -1 | -3 | nt
N#CC1=C(N)SC(N)=C(C#N)C1c1cccc(Oc2ccccc2)c1 | -3.3 | 13 | -4 | -13 | 4.0 | -1.3 | -0.1 | -8 | -3 | -1
COc1ccc(CNC(=O)C(c2cccc(C)c2)N(C(=O)c2csnn2)C2CC2)cc1 (centres undefined) | -2.1 | 3 | -3 | -3 | 0.0 | 0.2 | -0.8 | 1 | -3 | -3
O=C1CCC2(CC1)NC(=O)N(c1ccccc1)N2 | nt | -8 | -4 | 8 | 4.6 | 1.1 | 1.7 | 2 | -5 | 13
CN(CC(=O)Nc1c(Cl)cccc1Cl)C(=O)c1cc(S(=O)(=O)N(C)C)ccc1N1CCCC1 | -0.1 | 11 | -3 | -11 | -3.9 | -1.5 | 0.8 | -3 | -8 | -4
COc1ccc(C(=O)NCC(=O)NCc2ccncc2)cc1 | -3.3 | 8 | 124* | -8 | 2.5 | -1.0 | -2.1 | 5 | -4 | -2
CC/C(O)=C1\C(=O)CC(c2ccccc2)CC1=NC(C)C (centres undefined) | -1.8 | 8 | 1 | -8 | -1.1 | 5.3 | -0.5 | -2 | -10 | 2
Cc1nc(C)c(C(=O)C2=C(O)C(=O)N(CCN3CCOCC3)C2c2cccs2)s1 (centres undefined) | -0.2 | 18 | -2 | -18 | 2.2 | 3.6 | 0.8 | 6 | -12 | 1
CCN=C1SC(C(=O)Nc2ccc(OCC)cc2)CC(=O)N1CC (centres undefined) | -0.8 | -25 | -1 | 26 | 3.9 | -0.6 | -0.6 | 1 | 17 | 0
COCCNC(=O)/C(C#N)=C/c1ccc2c(c1)OCO2 | 0.2 | -12 | -3 | 12 | 3.4 | 0.9 | -0.3 | 9 | -2 | 4
COc1cc(NC(=O)c2ccccc2)ccc1NC(=O)Cc1ccccc1 | -0.4 | -37 | -1 | 37 | 0.6 | 0.8 | 2.9 | nt | -2 | 1
C[C@H](CO)N1C[C@H](C)[C@@H](CN(C)S(=O)(=O)c2cn(C)cn2)Oc2c(NC(=O)Nc3ccc4c(c3)OCO4)cccc2C1=O | 0.7 | -5 | -2 | 5 | 2.3 | 1.1 | -1.5 | 6 | -6 | 2
O=[N+]([O-])c1ccc(/C=N/Nc2nc(N3CCCC3)nc(N3CCCC3)n2)o1 | -1.2 | -37 | -3 | 37 | 1.4 | 0.5 | -0.9 | -44 | -12 | nt
N=C1CCCN1c1ccccc1O | -2.7 | 21 | -3 | -21 | 0.9 | 3.0 | -2.8 | -1 | -2 | -1
CCC(CC)NCc1ccc(OC)cc1OC | -1.9 | 3 | nt | -3 | 2.6 | 0.4 | 1.0 | 10 | 0 | nt
COc1ccc2cnn(CCOc3ccccc3)c(=O)c2c1OC | nt | 21 | -2 | -21 | 4.2 | 1.4 | -2.8 | 36 | 7 | 0
CCC(c1nnnn1Cc1ccco1)N1CCN(C(=O)c2ccco2)CC1 (centres undefined) | -0.5 | 29 | 0 | -29 | 2.4 | -1.9 | -1.9 | -7 | 12 | -1
O=C(c1ccc(Br)c([N+](=O)[O-])c1)N1CCN(Cc2ccccc2)CC1 | 0.5 | 14 | -3 | -14 | -2.1 | -1.7 | -2.0 | -11 | -6 | 1
O=C(CSc1ncccn1)NCc1cccc(Cl)c1 | -2.3 | -4 | -2 | 4 | 2.4 | -1.1 | 1.5 | 30 | -13 | 0
C=CCOc1ccccc1CNCc1ccc(F)cc1 | -0.6 | nt | nt | nt | 3.1 | 1.0 | -0.6 | 3 | -1 | 0
